SENP8 inh: SENP8 protease inhibitors, primary screen, biochemical, luminescence | Sentrin-specific protease 8 (Homo sapiens), Q96LD8 | purified SENP8, Z-RLRGG-aminoluciferin cleavage | inhibition, % at 10 µM | 330,000 tested, 1.2% active | AID 2540, 2010
697 NFkB inh: inhibitors of PMA/ionomycin-induced NF-kB reporter, 697 cells, primary screen, B-cell NF-kB inhibitor project, cell-based, luminescence, uHTS | inhibition, % at 4 µM | 697 B-cell NF-kB luciferase reporter, 16 h | 330,000 tested, 0.33% active | AID 435022, 2010; in the data active means inhibition above about 35%
EBI2 antag: EBI2 receptor antagonists, beta-arrestin recruitment, primary screen, cell-based, luminescence, 7a,25-OHC stimulation, uHTS | G-protein coupled receptor 183 (Homo sapiens), P32249 | 7a,25-OHC stimulated | inhibition, % at 5 µM | 360,000 tested, 0.81% active | AID 651636, 2012; in the data active means inhibition above about 38%;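 further: enzyme fragment complementation signal reports receptor beta-arrestin coupling in cells; 0% = agonist plus DMSO wells and 100% = wells without agonist; some results beyond the cut were filed as inactive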
Apaf-1 inh: inhibitors of human Apaf-1 apoptosome, primary screen, biochemical, DEVD-Rh110 fluorescence, uHTS. Apoptotic protease-activating factor 1 (Homo sapiens), O14727. reconstituted apoptosome caspase-3 activity. inhibition, % at 20 µM. 330,000 tested, 0.71% active; active means inhibition of at least 40% at 20 µM;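 further: plate controls were DMSO wells for no effect and DEVD-CHO caspase inhibitor wells for full effect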
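System – cell-free apoptosome with Apaf-1, procaspase-3 and caspase-9 · Buffer or medium – pH 7.5 Hepes buffer with CHAPS, BSA, DTT · Also added – cytochrome c with DEVD-Rh110 · Times – 30 min compound preincubation, 50 min activation, room temperature · Technique – Rh110 fluorescence intensity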
Gli-Sufu block: Gli-Sufu pathway antagonists, primary screen, luciferase luminescence, Sufu-KO-LIGHT cells, uHTS | Sufu-KO-LIGHT fibroblasts, Gli luciferase reporter luminescence | inhibition, % at 5 µM | 340,000 tested, 0.74% active;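 active means inhibition above about 55%, limit read from the data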;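 further: 0% = DMSO-treated cells and 100% = wells with medium but no cells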
UBC13 inh: UBC13 polyubiquitin chain formation inhibitors, primary screen, biochemical, TR-FRET, uHTS | Ubiquitin-conjugating enzyme E2 N (Homo sapiens), P61088 | inhibition, % at 20 µM | 330,000 tested, 0.47% active | AID 485273, 2010; in the data active means inhibition above about 45%, passing the limit was not always enough
CCR6 antag: CCR6 receptor antagonists, primary screen, cell-based, CHO-K1, luminescence, beta-arrestin, uHTS. inhibition, % at 20 µM. AID 493098, 2011. 340,000 tested, 0.49% active. C-C chemokine receptor type 6 (Homo sapiens), P51684. CHO-K1 CCR6 PathHunter beta-arrestin, CCL20-stimulated;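 active means compounds whose inhibition of the agonist-driven luminescence signal at 20 µM reaches about 50%, limit read from the data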;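 further: cells stimulated with CCL20 at 14 nM final; plate controls were DMSO with CCL20 for no effect and DMSO without agonist for full effect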
Jurkat NFkB inh: inhibitors of induced NF-kB luciferase reporter, primary screen, TCR NF-kB activation inhibitor project, cell-based, luminescence, uHTS. inhibition, % at 4 µM. AID 435003, 2010. Jurkat, PMA/ionomycin-induced NF-kB luciferase reporter. 330,000 tested, 0.53% active
* marks the source's active call; other numbers are inactive results; nt = not tested or not shown. Unless noted, no stated cut-off is given here; in the data, active means inhibition above about 50%; inactive means the rest. The list is partial, so the mix of outcomes need not match the whole.

SMILES | SENP8 inh | 697 NFkB inh | EBI2 antag | Apaf-1 inh | Gli-Sufu block | UBC13 inh | CCR6 antag | Jurkat NFkB inh
O=C(OCC#CCSc1nc2ccccc2o1)c1ccco1 | -4 | -3 | -47 | -9 | -9 | 7 | 6 | -10
Cc1ccc(CCNC(=O)C2CCN(S(=O)(=O)c3ccc4c(c3)oc(=O)n4C)CC2)cc1 | 1 | 6 | 9 | -6 | 4 | 8 | 8 | 10
O=C(/C=C/c1ccc([N+](=O)[O-])cc1)NCCOc1ccc(F)cc1 | 0 | 1 | 9 | -4 | -1 | -1 | 1 | 1
CCSc1sccc1C1C(C#N)=C(N)N(c2cccnc2)C2=C1C(=O)CC(C)(C)C2 (centres undefined) | -5 | -11 | 9 | 12 | 23 | -4 | 17 | 3
Cc1ccc(C2CC(C(F)F)n3ncc(C(=O)Nc4c(C)nn(Cc5c(F)cccc5Cl)c4C)c3N2)cc1 (centres undefined) | 2 | 8 | 6 | 28 | 16 | 0 | -2 | 3
Cc1cccc(OCCOC(=O)Nc2ccccc2)c1 | -8 | -3 | 8 | 5 | -9 | -4 | 2 | 1
CN(c1ccccc1)S(=O)(=O)c1cccc(NC(=O)CCNC(=O)c2ccccc2)c1 | 6 | 25 | -1 | -3 | -1 | 10 | 0 | 5
CCOc1ccc2[nH]c(O)c(NC(C)=O)c2c1 | 1 | -8 | -7 | 0 | -2 | -3 | -15 | 2
CCOc1ccc(N(CC(=O)O)S(=O)(=O)c2ccc(F)cc2)cc1 | 2 | 13 | -14 | -4 | -5 | 2 | 2 | -4
COCCN(C(=O)Cc1cccs1)C(C(=O)NCc1ccc(OC)cc1)c1ccccc1 (centres undefined) | 4 | 19 | -6 | -3 | 0 | 5 | 0 | -6
CCN(CC(=O)Nc1ccc(NC(C)=O)cc1)C(=O)CCCSc1nc2ccccc2[nH]1 | -3 | -2 | -15 | 14 | -9 | -6 | 3 | -10
Cn1cc(Cl)c(C(=O)Nc2cnn(Cc3ccc(F)cc3)c2)n1 | -9 | -2 | -22 | 8 | 3 | -1 | -1 | 0
CCOc1c(Cl)cc(C(=O)Nc2ccccc2C(=O)O)cc1Cl | 34 | -78 | 5 | 1 | -28 | 4 | 10 | -15
O=C(NCCN1CCOCC1)c1cn(CCc2ccccc2)nn1 | 5 | -46 | -16 | 1 | -7 | -2 | -2 | -15
COc1ccc(CC(=O)NNC(=O)c2ccco2)cc1OC | 3 | 5 | -11 | -4 | 17 | 7 | 10 | 7
CC(=O)N1CC(C)Sc2ccc(S(=O)(=O)NCCc3ccc(C)cc3)cc21 (centres undefined) | -14 | -11 | 0 | 16 | 23 | 3 | 6 | 6
CN(CC(=O)Nc1ccc2c(c1)OCCO2)CC(=O)Nc1ccc(F)c(F)c1F | -10 | 3 | -3 | -2 | -46 | 24 | 14 | -14
COc1cccc2c3c(c(C)nc12)CC(C)O3 (centres undefined) | -5 | -50 | -11 | -2 | -8 | 1 | -7 | -2
COc1ccc(Cl)cc1NS(=O)(=O)c1cccc(C(=O)NCC2CCCO2)c1 (centres undefined) | -2 | -7 | 1 | 8 | -6 | 0 | -15 | 9
O=C(NC1CC1)C1CCN(C2CCN(C(=O)/C=C/c3cccc(F)c3F)CC2)CC1 | -2 | 28 | 10 | -3 | -2 | 2 | 4 | -5
CCOc1cc(-c2cc(-c3ccccc3)nc(N)c2C#N)ccc1O | 4 | 19 | 16 | 9 | 18 | 9 | 9 | 21
Cc1cc(S(=O)(=O)N2CCOCC2)ccc1OCC(=O)N1CCCC1 | 0 | -7 | 0 | 7 | 1 | -2 | -11 | -15
Cc1c(NC(=O)Nc2ccc(Cl)cc2Cl)c(=O)n(-c2ccccc2)n1C | 0 | 16 | -2 | -10 | 2 | 4 | -4 | 13
CCOC(=O)c1ccc(NC(=O)Cn2nnc(-c3ccccc3C)n2)cc1 | -4 | 12 | 14 | 2 | 1 | 11 | 26 | 12
COCCC(=O)N1CCC(Oc2ccc(C(=O)NCCc3cn[nH]c3)cc2)CC1 | -4 | -14 | 0 | 1 | 8 | -2 | -1 | -3
N#Cc1ccsc1NC(=O)CN1CCOCC1 | -6 | 20 | -6 | -21 | 1 | -2 | 10 | 3
COc1ccc(CCNC(=O)CC2Nc3ccccc3NC2=O)cc1OC (centres undefined) | -3 | 14 | 6 | -1 | 16 | 2 | -11 | -10
O=S(=O)(c1ccc(NC(=S)NCCc2ccccc2)cc1)N1CCOCC1 | -11 | -10 | 10 | 10 | 3 | -6 | -4 | 9
COc1ccc(OC)c(NC(=O)COC(=O)[C@H](Cc2ccccc2)NC(=O)c2ccco2)c1 | 12 | 19 | -6 | 0 | 2 | 8 | -3 | -5
CN(CC(=O)Nc1ccc(Cl)c(C(F)(F)F)c1)C(=O)c1cnccn1 | -1 | 12 | -3 | -4 | -7 | 9 | -9 | -58

Full records, quoted from the list:
`CCOc1c(Cl)cc(C(=O)Nc2ccccc2C(=O)O)cc1Cl` across the screens: SENP8 inh: 34; 697 NFkB inh: -78; EBI2 antag: 5; Apaf-1 inh: 1; Gli-Sufu block: -28; UBC13 inh: 4; CCR6 antag: 10; Jurkat NFkB inh: -15
`Cc1ccc(CCNC(=O)C2CCN(S(=O)(=O)c3ccc4c(c3)oc(=O)n4C)CC2)cc1` across the screens: SENP8 inh: 1; 697 NFkB inh: 6; EBI2 antag: 9; Apaf-1 inh: -6; Gli-Sufu block: 4; UBC13 inh: 8; CCR6 antag: 8; Jurkat NFkB inh: 10
`Cn1cc(Cl)c(C(=O)Nc2cnn(Cc3ccc(F)cc3)c2)n1` across the screens: SENP8 inh: -9; 697 NFkB inh: -2; EBI2 antag: -22; Apaf-1 inh: 8; Gli-Sufu block: 3; UBC13 inh: -1; CCR6 antag: -1; Jurkat NFkB inh: 0

Carrying on.
SMILES | SENP8 inh | 697 NFkB inh | EBI2 antag | Apaf-1 inh | Gli-Sufu block | UBC13 inh | CCR6 antag | Jurkat NFkB inh
COc1ccc(-n2c(COc3ccc(C)cc3)n[nH]c2=S)cc1 | -5 | -40 | -3 | 6 | 4 | -14 | 2 | 3
Cc1ccc(SCCC(=O)N/N=C/c2ccccc2O)cc1 | -9 | -53 | 8 | 3 | -28 | -10 | 6 | 2
COCC(=O)Nc1ncc(S(=O)(=O)c2ccc([N+](=O)[O-])cc2)s1 | -4 | 11 | -18 | -8 | 1 | 6 | -3 | 3
O=C(CN1C(=O)NC2(CCc3ccccc32)C1=O)c1ccc(Br)s1 (centres undefined) | 2 | 6 | -6 | -2 | -4 | -22 | 8 | 6
CCNc1ccc(S(=O)(=O)N(C)C)cc1NCC(=O)Nc1ccccc1Cl | -4 | 8 | -6 | 1 | 14 | 4 | -3 | 1
COCCCNC(=O)C12CCC(C)(C(=O)C1)C2(C)C (centres undefined) | -4 | -9 | 6 | 2 | 0 | -5 | 0 | -11
CN(C)/N=C/c1ccc(OS(=O)(=O)c2ccccc2)cc1 | 1 | -104 | -7 | 10 | -60 | 0 | -4 | -64
CCOc1cc(-c2nc(-c3ccccc3)c(-c3cc([N+](=O)[O-])ccc3C)[nH]2)ccc1O | -3 | 11 | 41 | 5 | 9 | -3 | 6 | -3
CC1=C(C(=O)OCc2ccccc2)C(c2ccccc2Cl)NC(=O)N1CCCC(=O)O (centres undefined) | 6 | 12 | -10 | -5 | 1 | -1 | -2 | -1
O=C(Nc1ccc(S(=O)(=O)N2CCOCC2)cc1)c1cccs1 | 0 | -8 | -6 | 1 | 1 | 6 | 5 | 7
CCOC(=O)C1(CCc2ccccc2)CCN(C(=O)C2CCCO2)CC1 (centres undefined) | 1 | 4 | 8 | -7 | -1 | 1 | 3 | -7
CCOC(=O)C1Nc2c(F)cc(C)cc2C2C=CCC12 (centres undefined) | -4 | -6 | nt | 12 | nt | -49 | nt | 5
COc1cc2c(cc1OC)CN(C(=O)C1CCC(=O)N(CCCN3CCOCC3)C1)CC2 (centres undefined) | -14 | 11 | -2 | -6 | -16 | 1 | 14 | 6
O=C(O)c1cccc(O)c1O | -7 | 9 | -2 | -4 | 1 | -20 | 5 | -8
O=C(c1sc2cccc(F)c2c1Cl)N1CCN(c2ncccn2)CC1 | -9 | 5 | -2 | 2 | 7 | -10 | -14 | 2
Cc1ccc(S(=O)(=O)N(C)C)cc1NC(=O)CSc1nnnn1-c1ccc(O)cc1 | -2 | 17 | 1 | -2 | -4 | 13 | 15 | 3
CCn1c(SCC(=O)NC(C)(C)C)nnc1-c1ccncc1 | -14 | 5 | 4 | 10 | 1 | 0 | 0 | -2
CCN1C(=O)N[C@@H](c2cccc(C(F)(F)F)c2)[C@@H](C(=O)OC)[C@H]1C | -13 | 1 | 5 | -4 | -4 | -4 | 5 | -6
O=C(/C=C/c1ccco1)c1ccc(O)cc1 | 1 | 8 | nt | -6 | nt | 3 | nt | 1
Nc1ccccc1-c1nc2ccccc2[nH]1 | -11 | -44 | 3 | 6 | -57 | 4 | -21 | -61
Cc1noc(C)c1S(=O)(=O)N(CC(=O)NC(C)c1ccccc1)c1ccc(C(C)C)cc1 (centres undefined) | -5 | 6 | 11 | 19 | 7 | 0 | 19 | 14
O=C(Nc1ccccc1Cl)N1CCCN(c2nc(-c3ccccc3)ns2)CC1 | -7 | -16 | 6 | -20 | 19 | 12 | 5 | 13
CC1CN(S(=O)(=O)c2ccc(CN3C(=O)c4cccnc4C3=O)s2)c2ccccc2O1 (centres undefined) | -10 | 16 | -17 | -3 | -6 | -15 | 13 | -6
Cc1ccc(NCc2nc3ccccc3n2CCOc2ccccc2)cc1 | -10 | -26 | -7 | 17 | 0 | -7 | 14 | -13
CNc1nnc(-c2cc3cc(Cl)ccc3oc2=O)s1 | -4 | -68 | -5 | -6 | -46 | -9 | -9 | -27
CC1CN(C(=O)c2ccc(COc3ccccc3Cl)o2)CC(C)O1 (centres undefined) | -7 | -15 | 4 | 16 | 1 | -3 | -1 | -2
COc1cc(CO)c(Br)cc1OCC(N)=O | -4 | 5 | -5 | -1 | -15 | -9 | 7 | -16
N#Cc1c(N)n(Cc2ccccc2)c(=O)c2cc([N+](=O)[O-])ccc12 | -20 | -10 | 12 | 13 | -3 | -9 | 40 | -8
O=C(COC(=O)c1ccc(F)c(S(=O)(=O)N2CCOCC2)c1)NCc1ccco1 | 2 | 4 | -4 | 1 | -25 | -11 | 2 | 12
O=C1CCN(S(=O)(=O)c2ccc(Cl)cc2)N1 | 2 | 15 | 4 | -3 | -1 | 3 | 8 | -10
CCOc1ccc(NC(=O)c2cnsn2)cc1 | 1 | -96 | -10 | 4 | -69 | -13 | 6 | -63
CCOc1ccc(NC2CCN(C(C)=O)CC2)cc1 | 5 | -2 | -7 | 5 | 20 | -7 | 0 | 4
COc1cc(Br)c(C(C)NC(=O)c2ccccc2)cc1OC (centres undefined) | -10 | 5 | 3 | 5 | -14 | -3 | -1 | -1
CC(=O)c1cccc(N=Cc2c(O)ccc3ccccc23)c1 | -6 | 3 | -6 | 16 | 2 | -5 | 2 | -6
CCN(CC(=O)Nc1ccc2c(c1)OCCO2)C(=O)/C=C/c1cccc(C(F)(F)F)c1 | 1 | 9 | 0 | 8 | -4 | 9 | 3 | 2
COCCNC(=O)CN1C(=O)NC2(CCCc3cc(OC)ccc32)C1=O (centres undefined) | 1 | 0 | -12 | -1 | -2 | 0 | -3 | 16
Cc1ccccc1CN(C)C(=O)[C@H](Cc1ccccc1)NC(=O)c1ccco1 | -7 | -4 | 1 | 16 | -1 | -4 | 9 | 3
O=C(NCCC(=O)N1CCN(S(=O)(=O)c2ccc(Cl)cc2)CC1)Nc1ccccc1 | -2 | 5 | 7 | 6 | -3 | -11 | 13 | -11

From PubChem BioAssay
